Bioassay records (PubChem BioAssay)
Tn7 DDE FP: inhibitors of Tn7 peptide binding to fibrin DD(E), primary screen, biochemical, fluorescence polarization, human fibrin, Tn7 probe. FP displacement of FITC-Tn7 peptide from fibrin DD(E); 0% = median of compound wells per plate. inhibition, % at 8.3 µM. 370,000 tested, 0.13% active. AID 720508, 2013;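 active = inhibition above the mean of compounds falling within the control limits plus 3 SD of them, cut at about 14% in these data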;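 also: 0% = plate median of compound wells and 100% = 10 µM Aha-Tn7 peptide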
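System: human fibrin DD(E); quantity: Fibrin-DD(E) at 2 µM final; also added: fluorescent Tn7 probe at 0.1 µM; compound dosing: single nominal test concentration of 8.3 µM per compound; schedule: 10 min preincubation, 3 h with tracer, room temperature; detection: fluorescence polarization of the labelled Tn7 tracer; repeats: one replicate per compound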
ARFGAP1 inh: inhibitors of rat ARFGAP1 GAP activity, primary screen, biochemical, fluorescence polarization, GDP tracer. ADP-ribosylation factor GTPase-activating protein 1 (Rattus norvegicus), Q62848. Arfgap1-stimulated ARF1 GTP hydrolysis, GDP FP detection. inhibition, % at 16.5 µM. 360,000 tested, 0.26% active;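 active = inhibition above a per-plate limit, mean inhibition of low control wells plus 3 SD, cut at about 25% in these data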;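 also: 0% = DMSO wells with enzyme and 100% = wells lacking Arfgap1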
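Replicates: Single well per compound | Assay system: Truncated rat Arfgap1 GAP domain | Control set: No-Arfgap1 wells (100%) versus DMSO full-reaction wells (0%) | Times: Enzyme reaction 120 min at 25 °C after 20 min preincubation | Reagent: Human ARF1(Δ1-17)-GTP substrate | Measured by: Tracer-displacement fluorescence polarization with EDTA stop, 620/688 nm | Measure: Percent inhibition of Arfgap1-stimulated GTP hydrolysis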
UHRF1 MBD2 ctr: UHRF1 methylated DNA binding inhibitors, primary screen, counter-screen for MBD2 inhibitor project, biochemical, TR-FRET, human UHRF1, single concentration; AID 687016, 2013; E3 ubiquitin-protein ligase UHRF1 (Homo sapiens), Q96T88; 370,000 tested, 0.75% active; inhibition, % at 4.4 µM; UHRF1 binding to methylated oligo; in the data active = inhibition above about 21%;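 also: UHRF1 SRA domain binding a hemimethylated CpG hairpin DNA probe; 0% = median of test compound wells and 100% = reference inhibitor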
Target sequence (Q96T88 whole entry, looked up, the tested form may be a part): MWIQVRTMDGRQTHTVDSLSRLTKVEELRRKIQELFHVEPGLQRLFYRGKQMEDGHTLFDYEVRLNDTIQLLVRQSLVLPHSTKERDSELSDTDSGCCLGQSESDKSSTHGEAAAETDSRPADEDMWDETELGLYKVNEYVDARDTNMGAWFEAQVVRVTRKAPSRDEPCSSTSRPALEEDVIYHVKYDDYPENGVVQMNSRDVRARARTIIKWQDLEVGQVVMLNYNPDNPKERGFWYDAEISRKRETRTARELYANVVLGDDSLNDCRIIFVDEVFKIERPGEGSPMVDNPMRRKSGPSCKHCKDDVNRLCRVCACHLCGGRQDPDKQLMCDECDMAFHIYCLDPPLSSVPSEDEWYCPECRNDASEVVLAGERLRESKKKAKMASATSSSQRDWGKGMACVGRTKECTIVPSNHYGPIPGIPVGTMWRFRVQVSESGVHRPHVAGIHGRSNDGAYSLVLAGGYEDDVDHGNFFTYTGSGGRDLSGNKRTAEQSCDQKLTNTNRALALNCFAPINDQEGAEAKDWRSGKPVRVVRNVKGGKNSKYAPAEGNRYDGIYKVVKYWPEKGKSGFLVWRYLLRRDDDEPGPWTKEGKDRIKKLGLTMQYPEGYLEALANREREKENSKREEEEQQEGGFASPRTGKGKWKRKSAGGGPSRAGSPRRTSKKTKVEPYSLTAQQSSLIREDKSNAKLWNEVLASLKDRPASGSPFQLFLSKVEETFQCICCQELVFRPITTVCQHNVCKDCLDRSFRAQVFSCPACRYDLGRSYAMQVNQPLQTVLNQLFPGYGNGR
PLCg1 inh: PLC-gamma1 enzyme inhibitors, primary screen, biochemical, fluorescence, purified enzyme; 1-phosphatidylinositol 4,5-bisphosphate phosphodiesterase gamma-1 (Homo sapiens), P19174; inhibition, % at 12.2 µM; 370,000 tested, 0.84% active; fluorogenic substrate; in the data active = inhibition above about 9.5%
ASAP1 GAP inh: inhibitors of human ASAP1 ArfGAP activity, primary screen, biochemical, fluorescence polarization; Arf-GAP with SH3 domain, ANK repeat and PH domain-containing protein 1 (Homo sapiens), …; ASAP1-stimulated ARF1 GTP hydrolysis, GDP FP detection; inhibition, % at 16.5 µM; 360,000 tested, 0.19% active; AID 624377, 2012; in the data active = inhibition above about 25%;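 also: 0% = vehicle with enzyme and substrate and 100% = no enzyme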
KLK7 zymogen act: proKLK7 zymogen activators, primary screen, biochemical, fluorescence intensity; activation, % at 7 µM; 370,000 tested, 0.9% active; purified proKLK7, EDANS-DABCYL substrate fluorescence; 100% is mature enzyme control, 0% vehicle; Kallikrein-7 (Homo sapiens), P49862;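 active = activation above the mean of all tested compounds plus 3 SD, computed per campaign excluding outliers beyond control limits, cut at about 13% in these data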
Target sequence (P49862 whole entry, looked up): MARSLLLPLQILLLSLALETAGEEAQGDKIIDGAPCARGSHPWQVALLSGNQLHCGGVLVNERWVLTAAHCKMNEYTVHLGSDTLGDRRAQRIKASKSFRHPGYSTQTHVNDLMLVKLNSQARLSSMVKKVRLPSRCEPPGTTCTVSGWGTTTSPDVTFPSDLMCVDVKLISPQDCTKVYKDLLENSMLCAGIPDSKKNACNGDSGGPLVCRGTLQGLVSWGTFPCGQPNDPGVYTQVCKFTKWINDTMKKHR
Tn6 DDE FP: inhibitors of Tn6 peptide binding to fibrin DD(E), primary screen, biochemical, fluorescence polarization, human fibrin, Tn6 probe. Fibrinogen beta chain (Homo sapiens), P02675. Fibrin DD(E) TRITC-Tn6 fluorescence polarization displacement. inhibition, % at 8.3 µM. 370,000 tested, 0.21% active;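 active = inhibition above a per-campaign cutoff: mean of compounds within control limits plus 3 SD, cut at about 15% in these data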;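 also: 0% = median of all compound wells on the plate and 100% = blocking peptide control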
PLCb3 inh: human PLC-beta3 inhibitors, primary screen, biochemical, fluorescence. inhibition, % at 12.2 µM. 370,000 tested, 0.18% active. 1-phosphatidylinositol 4,5-bisphosphate phosphodiesterase beta-3 (Homo sapiens), Q01970. Purified PLC-beta3, fluorogenic substrate. AID 720704, 2013; in the data active = inhibition above about 11%;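 also: 0% = median of compound wells on plate and 100% = full blocker control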
ADAM17 inh: ADAM17 inhibitors, primary screen, biochemical, QFRET. 370,000 tested, 0.83% active. inhibition, % at 6.95 µM. AID 720648, 2013. recombinant ADAM17, EDANS/DABCYL FRET peptide cleavage. Disintegrin and metalloproteinase domain-containing protein 17 (Homo sapiens), P78536;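 active = inhibition above the mean of compounds lying between control limits plus 3 SD, set per campaign, cut at about 8.5% in these data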;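 also: 0% = DMSO-only wells as the low control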
MBD2 inh: inhibitors of MBD2 binding to methylated DNA, primary screen, biochemical, TR-FRET, DNA-binding domain, human; Methyl-CpG-binding domain protein 2 (Homo sapiens), Q9UBB5; 370,000 tested, 0.31% active; AID 686964, 2013; MBD2 binding to methylated oligonucleotide; inhibition, % at 4.4 µM; in the data active = inhibition above about 13%
An asterisk follows results filed as active; i = inactive. This is a random part of the collection; overall some 4.1% were active at least once.

SMILES	Tn7 DDE FP	ARFGAP1 inh	UHRF1 MBD2 ctr	PLCg1 inh	ASAP1 GAP inh	KLK7 zymogen act	Tn6 DDE FP	PLCb3 inh	ADAM17 inh	MBD2 inh
COc1ccc(OCC(O)CNC(=O)Nc2cccc3ccccc23)cc1 (stereo unspecified)	5	11	-2	1	-22	-0.1	4	-6	-6	-5
COC(=O)Cc1ccc(NC(=O)c2ccc(C)c(C)c2)cc1	2	-8	-1	-1	2	-0.4	6	-1	1	0
CCOC(=O)c1c(C)nc2sc3c(=O)[nH]cnc3c2c1-c1ccc(OC)cc1	-3	-5	-2	-13	-15	0.7	3	-10	-7	-3
COc1ccccc1NC(=O)N1c2ccccc2NC(=O)CC1C (stereo unspecified)	-5	-11	9	2	-3	-0.6	4	-2	-1	0
N=C1c2ccccc2CN1c1ccc(N2CCOCC2)c(S(=O)(=O)Nc2ccc(Cl)cc2)c1	-1	14	0	-1	-6	0.1	-3	-8	-1	1
O=C(Nc1nccs1)c1ccc2c(c1)C(=O)N(Cc1cccnc1)C2=O	-1	-3	1	0	0	-1.0	3	-9	-5	7
CCN(CC)CCNC(=O)Cc1nn(Cc2ccccc2)c(=O)c2ccccc12	-2	-1	-1	2	-1	0.7	-5	0	-3	-1
COC(=O)c1ccc2c(=O)n(CCCCCC(=O)NCc3ccccn3)c(=O)[nH]c2c1	-3	3	0	-36	-7	-3.2	1	-56	-11	0
O=C(Nc1ccccc1C(F)(F)F)NC1CCCCC1	-1	0	-2	3	2	-0.4	3	3	0	-1
CC1Sc2ccc(C(=O)Nc3ncccc3O)cc2NC1=O (stereo unspecified)	1	-13	-2	-3	6	0.7	-9	-11	-8	-6
COc1ccc(/C=C/C(=O)NCC(=O)N2CCC(N(C)CCN3CCOCC3)CC2)cc1OC	-4	6	22*	-14	-6	0.2	-4	-14	-14	3
CCc1ccc(NC(=O)CCc2ccc(CC)o2)cc1	7	0	0	1	6	-0.4	-3	-2	1	-3
NC(Cc1ccc(F)cc1)c1csc(Nc2nccc(C(F)(F)F)n2)n1 (stereo unspecified)	3	5	-5	3	3	0.2	-1	-2	0	3
COc1cccc(Cl)c1NC(=O)N1CCc2c([nH]c3ccccc23)C1C(F)(F)F (stereo unspecified)	1	7	1	-2	-1	0.2	0	-7	-2	3
NC(=O)C1CC(=O)N(c2ccc(OCc3ccc(Cl)c(Cl)c3)cc2)C1 (stereo unspecified)	0	4	0	-21	-10	2.9	-1	-23	-8	-2
CN(C)c1ccc(-c2noc(-c3ccccc3O)n2)cc1	4	14	-1	-10	-6	-0.6	0	-11	-7	5
COc1ccc(C(=O)NCc2ccc(F)cc2)cc1S(=O)(=O)N1CCCC1	-2	-1	0	2	4	-0.1	0	-1	0	-1
CC(=O)c1cccc(NC(=O)c2cnn3ccccc23)c1	8	-3	-1	0	-22	-0.9	0	-1	-4	2
O=C(Nc1ccc(-c2nc3cccnc3s2)cc1)c1ccc(Cl)nc1	1	2	3	-14	15	-0.5	-4	-18	-14	6
Cc1c2c(nc3ccccc13)CCC(C)C2 (stereo unspecified)	-9	14	0	1	8	-1.3	4	0	1	-5
O=S(=O)(NCc1csc(-c2cccnc2)n1)c1ccc(Br)cc1	5	0	0	-4	1	-0.2	7	-6	0	2
CC(=O)Oc1cccc(N2C(=O)C3C4C=CC(C4)C3C2=O)c1 (stereo unspecified)	1	1	-2	1	-6	0.6	1	0	0	4
CCOC(=O)N1CCC(NCCNC(=O)c2ccco2)CC1	-1	3	0	1	4	-0.3	-4	0	-4	-5
COc1ccc(/C=N/Nc2nnc(Cc3ccccc3)c(=O)[nH]2)cc1OC	3	-8	-4	-1	-2	0.0	-2	-7	2	1
CC(=O)NC(CC(=O)O)c1ccccc1 (stereo unspecified)	-3	13	3	2	-15	-0.6	-5	-4	-3	4
CCCCn1c(N)c(N(CCOC)C(=O)c2cccc(OCc3ccccc3)c2)c(=O)[nH]c1=O	-5	10	2	-6	6	-0.2	5	-8	-7	0
O=C(CN1CCCCCCC1)NC(=O)NC1CCCCC1	-6	8	0	-2	-6	0.3	1	-4	-4	3
Cc1ccccc1OC(C)C(=O)Nc1ccc2c(c1)OCCO2 (stereo unspecified)	2	9	5	-1	9	0.4	1	-6	-1	1
COc1ccc(CCNC(=O)CN2C(=O)COc3ccc(S(=O)(=O)N4CCOCC4)cc32)cc1OC	3	-14	6	11*	1	-0.3	4	-5	4	-3
C[C@H](CO)N1C[C@H](C)[C@@H](CN(C)C(=O)Nc2ccc(C(F)(F)F)cc2)Oc2ccc(NS(=O)(=O)c3ccc(F)cc3)cc2C1=O	9	-6	-1	3	-5	0.5	12	0	2	4
C/C(=N/NC(=O)c1cccs1)c1cccs1	4	19	2	2	2	-0.1	-5	-3	-3	8
Nc1nc2c(ncn2COC(CO)CO)c(=O)[nH]1	2	3	4	-1	-4	-0.4	-2	0	-7	2
CCCc1nc(SCC(=O)N2CCC(Cc3ccccc3)CC2)c2c(=O)n(C)c(=O)n(C)c2n1	1	-3	0	0	1	0.3	2	2	-3	1
Cc1ccc(NC(=C(C#N)C#N)c2ccccc2)cc1	3	11	0	1	1	-0.7	-4	3	2	-3
COc1ccc(/C(C#N)=C/c2ccccn2)cc1	-2	6	3	-228	-2	5.1	1	-307	-132	5
Cc1cc(C)c(C(=O)CN2C(=O)NC3(CCC(C)CC3)C2=O)cc1C (stereo unspecified)	6	-13	0	-1	5	0.2	-11	-3	-3	5
O=C(CN1C(=O)c2ccccc2S1(=O)=O)c1cccc(Br)c1	12	7	-3	-1	-7	-0.5	2	-7	-2	-2
O=c1c2c([nH]c3ccc(Br)cc13)CCCC2	0	2	4	-16	-4	-0.2	-3	-25	-10	8
CCCC(O)(c1ccc(OC)cc1)C(CN(C)C)c1ccccc1 (stereo unspecified)	-2	0	1	-1	-6	-0.8	5	-1	-7	-2
Cc1ccccc1-c1noc(-c2cccs2)n1	7	-5	-1	1	-8	-0.1	2	4	-1	3

One compound at a time, as listed above:
O=C(Nc1ccc(-c2nc3cccnc3s2)cc1)c1ccc(Cl)nc1 across the screens: Tn7 DDE FP = 1; ARFGAP1 inh = 2; UHRF1 MBD2 ctr = 3; PLCg1 inh = -14; ASAP1 GAP inh = 15; KLK7 zymogen act = -0.5; Tn6 DDE FP = -4; PLCb3 inh = -18; ADAM17 inh = -14; MBD2 inh = 6
NC(=O)C1CC(=O)N(c2ccc(OCc3ccc(Cl)c(Cl)c3)cc2)C1 (stereo unspecified) across the screens: Tn7 DDE FP = 0; ARFGAP1 inh = 4; UHRF1 MBD2 ctr = 0; PLCg1 inh = -21; ASAP1 GAP inh = -10; KLK7 zymogen act = 2.9; Tn6 DDE FP = -1; PLCb3 inh = -23; ADAM17 inh = -8; MBD2 inh = -2

(further entries)
SMILES	Tn7 DDE FP	ARFGAP1 inh	UHRF1 MBD2 ctr	PLCg1 inh	ASAP1 GAP inh	KLK7 zymogen act	Tn6 DDE FP	PLCb3 inh	ADAM17 inh	MBD2 inh
COc1ccccc1/C=C1\SC(=S)N(Nc2nc(C)cc(C)n2)C1=O	-4	20	-5	1	-2	-0.2	-3	-1	-1	-3
CCC1CCCCN1CC(=O)c1c(C)[nH]c2ccccc12 (stereo unspecified)	2	9	0	-2	5	-0.7	-1	-5	-4	4
Cc1ccc(-c2cc(C(=O)NCC(c3ccccc3)N(C)C)c3ccccc3n2)o1 (stereo unspecified)	4	3	-4	i	-1	3.3	-2	i	-418	-3
CCCn1c2ccccc2c2cnn(CC(=O)NC3CCCCC3)c(=O)c21	3	-10	2	-3	-11	-0.4	-9	-12	-14	2
COc1ccc(C(C)=O)cc1CC(=O)Nc1cccc(S(=O)(=O)N2CCOCC2)c1	-10	0	1	0	5	-0.5	-6	-6	-2	0
CC(=O)Nc1ccc(NC(=S)Nc2ccccc2)cc1	-6	-4	1	-1	2	-0.3	-4	-1	-3	2
O=[N+]([O-])c1cc(/C=N/n2c(-c3ccncc3)n[nH]c2=S)ccc1Cl	2	-2	0	4	-7	-0.4	-4	-1	-2	3
COc1ccccc1C1=NOC(C)(c2sc(-c3ccccc3)nc2C)C1 (stereo unspecified)	5	-7	7	-3	2	0.3	0	-3	-3	-1
CN(Cc1nc(CCc2ccccc2)no1)Cc1cccs1	4	1	-2	0	0	-0.1	-3	7	0	1
CC(=O)Nc1ccc(NC(=O)C(C)OC(=O)c2ccc(S(=O)(=O)N3CCCCCC3)cc2)cc1 (stereo unspecified)	-2	7	-1	1	12	0.1	-1	5	-1	-2
O=C(CCl)NCCCN(C(=O)C(Cl)Cl)c1ccc([N+](=O)[O-])cc1	8	-7	0	0	-2	0.3	-5	1	-4	-3
CCOC(=O)c1sc(NC(=O)CSc2nc(-c3ccco3)cc(C(F)(F)F)n2)c(C(=O)OCC)c1C	-7	10	1	2	10	-0.8	2	-3	-2	0
COc1cc(OC)cc(C(=O)Oc2c(CN3CCOCC3)cc(Cl)c3cccnc23)c1	-1	7	-3	-6	-9	0.6	-2	-13	-3	-3
COc1ccc(NC(=O)c2cccc(NC(=O)C3C4CC5OC(=O)C3C5C4)c2)c(OC)c1 (stereo unspecified)	-6	14	1	1	-2	0.2	-2	8	2	0
O=C(N/N=C/c1ccc2cccc(OCc3ccccc3)c2n1)c1ccc(Cl)cc1	-4	8	11	i	-6	-43	-5	i	-52	6
COc1cc(SC)ccc1C(=O)OCC(=O)NCCC1=CCCCC1	-6	-7	0	-4	1	0.7	-6	-9	1	5
CCOC(=O)N1CCN(S(=O)(=O)c2ccc(C(=O)N(CCCN(C)C)c3nc4c(C)c(C)ccc4s3)cc2)CC1	-1	14	1	0	16	-0.4	-2	-3	0	-2
O=C1c2ccccc2C(=O)N1CCCc1c[nH]c2ccccc12	-1	5	1	-1	2	-0.1	6	-3	-5	4
COc1ccc(C[C@H]2CN3C(=NC[C@@H]3Cc3ccc(O)cc3)N2C[C@H](C)NC(=O)CCC2CCCCC2)cc1	-3	9	20	2	10	0.0	2	6	0	8
COc1cccc(C(=O)N[C@H](C(=O)N2CCC[C@H]2C(=O)NCCc2ccccc2Cl)C2CCCCC2)c1	1	2	-1	2	0	0.4	2	3	-3	-3
